TSHR antag – human thyrotropin receptor antagonism; 330,000 tested, 0.2% active; TSHR-expressing cells, TSH-stimulated cAMP HTRF, 2 h; active compounds read low; AID 504810; activity change, negative = inhibition, % at 11.5 µM;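 active = activity change below a set negative limit, meaning inhibition stronger than a set level, cut at about -70% in these data; inconclusive = activity change between two set negative limits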; also: % is scaled to controls: 0 for no effect and ±100 for the full control effect
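Inhibition of cAMP made by TSHR-expressing cells under TSH stimulation (4nM final, EC80; 2 h, 37 deg C) is quantified with a one-step lysis HTRF kit, anti-cAMP cryptate versus cAMP-d2.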
Chronic BCR inh – blocks chronic active B-cell receptor signaling | ABC-DLBCL IkBa-CBG/CBR reporter, luminescence ratio, 4 h | Potency, µM (top dose mostly 46.1 µM), without a hit: top-dose ratio change, negative = lower green/red ratio, hits mostly inhibitors | 340,000 tested, 0.05% active; active = well fitted inhibition curve with a large enough effect in the signal ratio, with a control signal flat, not every such curve was filed as active; inconclusive = small, poorly fitted or top-dose-only effect, or effect the other way, or a change in a side signal; the % refers to the signal ratio;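 also: potency is read from the fitted curve at half-maximal effect; plate controls were basal doxycycline-induced cells for no effect and cells given 10 µM MG132 for full effect; MG132 reads +100%, hits lower the ratio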
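TMD8 human ABC-DLBCL cells with doxycycline-inducible IκBα–green luciferase fusion and unfused red luciferase, in 0.5% FBS medium; compounds up to 46 uM, 4 h at 37C. Green/red luminescence ratio, filter-overlap corrected, fitted to concentration-response curves.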
uPA surface inh – cell surface uPA generation inhibition | 330,000 tested, 0.31% active | Potency, µM (top dose mostly 38.3 µM), for inactives: at the highest dose activity change, negative = inhibition, most hits filed as inhibitors | cell surface uPA generation assay, qHTS; active = well fitted inhibition curve with a large enough effect; inconclusive = small, poorly fitted or top-dose-only effect; inactive = no such curve, though single readings can be large or run the other way; tested in mouse RAW 264.7 cells; also: potency is read from the fitted curve at half-maximal effect; % is scaled to controls: 0 for no effect and ±100 for the full control effect; nearly all actives have a fitted effect of over 55% in size
USP2a block – USP2a (human) protease inhibition | O75604 | USP2 core, Ub-CHOP2 coupled fluorogenic reporter, 485/531 | Potency, µM (series often up to 38.3 µM), without a hit: top-dose activity change, negative = inhibition, most hits filed as inhibitors | 330,000 tested, 0.01% active | AID 463254;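 also: potency is read from the fitted curve at half-maximal effect; plate controls were DMSO wells for no effect and full inhibition by NEM control for full effect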
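Cell-free coupled assay: 10nM USP2 core preincubated 30min RT with compound in Tris-HCl pH 8.0/CaCl2/CHAPS buffer, then 25nM Ub-CHOP2 and 25nM reporter substrate; fluorescence (Ex 485/Em 531) read after 60min RT, normalized to NEM inhibition, concentration-response curves fitted.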
Tb PFK inh – inhibitors of T. brucei phosphofructokinase | O15648 | T. brucei PFK, ADP-Glo luminescence | Potency, µM (highest dose often 57.5 µM), for inactives: top-dose activity, negative = inhibition, usual class: inhibitors | 330,000 tested, 0.17% active | AID 485367;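 also: potency is read from the fitted curve at half-maximal effect; 0% = uninhibited 1x PFK enzyme wells and -100% = no-enzyme wells; nearly all actives have a fitted effect of over 60% in size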
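Activity is normalized to no-enzyme wells (full inhibition) and 1.25 nM enzyme wells (no inhibition). Reaction: 0.5 mM F6P, 0.1 mM ATP, 45 min RT, ADP-Glo luminescence; concentration-response curves fitted and classed by quality.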
TSG101-PTAP inh – blocks PTAP/TSG101 interaction to inhibit HIV-1 budding; Fluorescence polarization, FITC-PTAP peptide / Tsg101 binding; 340,000 tested, under 10 active; Potency, µM (highest dose often 115 µM), inactives show at the top dose activity change, negative = inhibition, actives largely listed as inhibitors; active = well fitted inhibition curve with a large enough effect in the main read-out, with a control signal flat, not every such curve was filed as active; inconclusive = small, poorly fitted or top-dose-only effect, or effect the other way, or a change in a side signal; inactive = no such curve, though single readings can be large or run the other way; also: potency is read from the fitted curve at half-maximal effect; % of control where 0% means no effect
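Tsg101 binding domain (10 uM final) was mixed with compound and a FITC-labeled PTAP peptide (50 nM final) in HEPES pH 7.5 buffer with NaCl, Tween 20, EDTA and TCEP; fluorescence polarization was read after 20 min at r.t.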
TCR activator – activates T cell receptor signaling | 330,000 tested, under 10 active | AID 504894 | Potency, µM (doses to about 9.22 µM), for inactives: at the highest dose activation of IL-2 secretion, most hits filed as activators | primary human leukocytes, anti-CD3, IL-2 HTRF, 48 h; also: % of control where 0% means no effect
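Human primary leukocytes + a-CD3 beads + cpd, 48 hr; IL-2 in supernatant by HTRF (ex 320nm / em 665nm). No co-stimulatory signal supplied.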
Eya2 phos inh – blocks the phosphatase activity of human Eya2; AID 488837; Potency, µM (doses to about 76.9 µM), without a hit: at the highest dose activity, negative = inhibition, hits mostly inhibitors; 330,000 tested, 0.006% active; recombinant Eya2, OMFP fluorescence dephosphorylation (OMFP is methylfluorescein phosphate); also: potency is read from the fitted curve at half-maximal effect; % is scaled to controls: 0 for no effect and ±100 for the full control effect
Target sequence (O00167 whole entry, looked up): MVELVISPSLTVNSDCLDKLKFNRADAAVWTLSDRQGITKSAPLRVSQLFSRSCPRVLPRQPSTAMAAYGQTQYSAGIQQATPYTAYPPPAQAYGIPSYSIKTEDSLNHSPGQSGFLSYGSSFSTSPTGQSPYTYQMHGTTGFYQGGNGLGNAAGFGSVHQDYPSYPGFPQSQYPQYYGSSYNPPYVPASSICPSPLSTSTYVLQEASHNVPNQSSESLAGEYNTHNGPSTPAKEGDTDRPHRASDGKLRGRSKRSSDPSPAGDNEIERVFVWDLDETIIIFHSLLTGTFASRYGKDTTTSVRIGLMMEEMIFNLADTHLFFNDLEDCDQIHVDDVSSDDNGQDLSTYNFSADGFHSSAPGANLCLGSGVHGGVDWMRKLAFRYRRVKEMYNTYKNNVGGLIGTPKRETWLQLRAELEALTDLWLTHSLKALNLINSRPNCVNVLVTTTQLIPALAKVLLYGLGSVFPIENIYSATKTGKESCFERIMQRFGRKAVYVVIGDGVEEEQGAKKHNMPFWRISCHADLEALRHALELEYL
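Eya2 (0.2 uM) preincubated 10 min at ambient with compound, then OMFP substrate added at 50 uM; 10 min reaction in 50 mM HEPES pH 7.5, 50 mM NaCl, 5 uM MgCl2, 0.05% BSA, 1 mM DTT. Fluorescence read at Ex 485/Em 525 nm.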
B2AR arrestin – recruits beta-arrestin to the human beta2-adrenergic receptor; beta-arrestin recruitment to beta2AR, cell-based reporter; Potency, µM (titrated, usually from 46.1 µM), without a hit: top-dose activation, usual class: activators; 330,000 tested, 0.02% active;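 also: potency is read from the fitted curve at half-maximal effect; 0% = DMSO controls and full agonism = EC100 isoproterenol or metaproterenol; nearly all actives have a fitted effect of over 65% in size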
ELG1 repair inh – ELG1-dependent DNA repair inhibition | HEK293T ELG1-luciferase reporter, luminescence, 16 h; DNA damage induced by 5-fluorouridine | Potency, µM (titrated, usually from 46.1 µM), without a hit: at the highest dose activity change, negative = inhibition, usual class: inhibitors | 330,000 tested, 2.3% active; also: potency is read from the fitted curve at half-maximal effect; % is scaled to controls: 0 for no effect and ±100 for the full control effect; nearly all actives have a fitted effect of over 55% in size
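5-Fluorouridine DNA damage + compound/DMSO, 2,000 cells/well, 16 h, 37 °C/5% CO2. ONE-Glo, 30 min RT, luminescence. Readout = decrease in reporter signal.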
Mito fusion act – blocks mitochondrial division or promotes mitochondrial fusion | S. cerevisiae fusion-defective mutant growth rescue, CellTiterGlo 48 h | Potency, µM (doses to about 46.1 µM), for inactives: at the highest dose growth rescue (activation), hits mostly activators | 320,000 tested, 0.23% active | AID 485298;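 also: potency is read from the fitted curve at half-maximal effect; % of control where 0% means no effect; nearly all actives have a fitted effect of over 45% in size; temperature-sensitive fusion mutants such as fzo1-1 at 37 °C on non-fermentable ethanol glycerol medium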
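Temperature-sensitive fusion-defective S. cerevisiae (e.g. fzo1-1, mgm1-5) were grown with compound in YPEG medium (3% ethanol, 3% glycerol) for 48 hours at 37C. Growth rescue was measured as viability by CellTiterGlo luminescence after 10 minutes at ambient.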
The depositor's hits bear a star; ? = inconclusive; nt = not tested or not shown; [ ] = another dose, or the depositor's remark. Unless noted, calls follow the shape of the dose curve; as a rule, active = well fitted curve in the direction sought with a large enough effect; inconclusive = small, poorly fitted or top-dose-only effect, or another doubt; inactive = no such curve, though single readings can be large; an effect the other way counts as inactive or inconclusive.

Results follow in this order: TSHR antag	Chronic BCR inh	uPA surface inh	USP2a block	Tb PFK inh	TSG101-PTAP inh	TCR activator	Eya2 phos inh	B2AR arrestin	ELG1 repair inh	Mito fusion act
1	Cc1ccc(CNC(=O)CSc2n[nH]c(N)n2)cc1
→ -2	6%	1%	-2%	4%	-3%	7%	10%	0.0%	16%	-4%
2	O=C(COc1ccc2c(c1)CCC2)N1CCN(c2ccccc2F)CC1
→ -2	?	5%	2%	-3%	-3%	5%[46.1 µM]	-10%	0.4%	6%	9%
3	CCOC(=O)CSc1nc(N)c(C#N)c(-c2ccc(OCC)cc2)c1C#N
→ -3	0%	-3%	0%	1%	0%	-2%	0%	0.1%	0%	-1%
4	CCCCn1c(N)c(N(CC(C)C)C(=O)CCCc2nc3ccccc3c(=O)[nH]2)c(=O)[nH]c1=O
→ 24	?	1%	2%	4%	2%	-4%	-20%	2.3%	2%	-5%
5	CCc1nn(CC(=O)N2CCN(CC)CC2)c(=O)c2cc3sccc3n12
→ 2	0%	-1%	1%	-7%	2%	1%	0%	-0.7%	0%	-2%
6	O=C(/C=C/c1ccc(S(=O)(=O)N2CCOCC2)cc1)NCc1ccccc1F
→ -1	0%	-2%	0%	-5%	0%	-6%	4%	-1.1%	0%	1%
7	Cc1ccnc2nc(C(=O)OCCOc3cccc(Br)c3)nn12
→ 11	0%	-3%	2%	-10%	0%	9%	1%	-0.3%	9%	-9%
8	COCCNC(=O)c1ccc(-n2c(SCc3cc(F)ccc3F)nc3ccccc3c2=O)cc1
→ -2	-1%	-8%	5%	1%	-1%	2%[46.1 µM]	-2%	-0.8%	22%	0%
9	Cc1cc(=O)oc(C)c1C(=O)N1CCCc2ccccc21
→ 43	0%	-2%	1%	6%	-4%	-3%	3%	-1.2%	1%	0%
10	COc1ccccc1C(=O)NCCn1ccc2ccccc21
→ 5	4%	5%	-1%	-2%	-1%	-3%	6%	0.0%	12%	5%
11	CC(=O)Nc1cccc(NC(=O)CSc2nnc(Cc3cccn3C)n2-c2ccc(C)cc2)c1
→ -13	-1%	nt	1%	0%	-12%	9%	6%	-0.5%	0%	-2%
12	O=C(C[C@@H]1C/C=C\CC[C@H](Cc2ccc(F)cc2)C(=O)OC[C@@H]2CCCN2C1=O)N[C@H](CO)Cc1ccccc1
→ -4	?	?	-2%	0%	-8%	-3%	-17%	0.5%	21µM*	nt
13	N#CC1=C2C=CC=CN2CC1=O
→ 1	7%	5%	1%	-4%	4%	5%	-12%	0.2%	?	-1%
14	COCCCNCCOc1ccc(C)cc1[N+](=O)[O-]
→ 3	0%	-2%	1%	-4%	-4%	-2%[46.1 µM]	0%	-1.0%	4%	-1%
15	Cc1ccc(-c2nn(CC(N)=O)c(=O)c3ccccc23)cc1S(=O)(=O)N(C)C
→ 4	2%	-1%	3%	-2%	-4%	-1%	-5%	-0.3%	-2%	-2%
16	O=C(COc1ccccc1[N+](=O)[O-])NCC1COc2ccccc2O1 (configuration not stated)
→ 1	-18%	-1%	-2%	0%	1%	-1%	0%	-0.4%	-7%	nt
17	CCc1cc2c(=O)n(CC(=O)NC3CCCCC3)cnc2s1
→ 8	0%	6%	2%	-18%	-3%	8%	7%	-0.2%	15%	-6%
18	COc1ccc(NC(C)=O)cc1S(=O)(=O)NCCc1ccccn1
→ -4	2%	4%	4%	-6%	-2%	4%	10%	-1.6%	11%	0%
19	C=CCC(C#N)(c1ccc(OC)c(OC)c1)c1cnccn1 (configuration not stated)
→ -8	-8%	-10%	0%	-3%	-6%	5%	13%	-0.9%	9%	-6%
20	COc1cccc(/C=C2\SC(=S)NC2=O)c1OS(=O)(=O)c1ccc(NC(C)=O)cc1
→ -27	14%	-9%	2%	-3%	5%	-16%[46.1 µM]	11%	0.0%	0%	3%

Not a hit list; about 3% have a hit in one of these screens.
